# High-throughput results (PubChem)
# GPR151 ag: human GPR151 activation; AID 1508602; Q8TDV0; hit rate 1% among 650,000; activation, % at 11.2 µM; PathHunter beta-arrestin GPR151 cells, luminescence; in the data active means activation above about 4.9%;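 further: 0% = median of compound wells and 100% = cells with positive control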
# FBW7 act: human FBW7 E3 ligase activation, primary screen; Q969H0; AlphaScreen FBW7–phospho-cyclin E peptide binding, activator screen; normalized activity (activation), % at 26.1 µM; hit rate 0.13% among 650,000; in the data active means normalized activity above about 1.9%;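 further: purified mutant Fbw7 with reduced substrate affinity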
# Target sequence (Q969H0 whole entry, looked up): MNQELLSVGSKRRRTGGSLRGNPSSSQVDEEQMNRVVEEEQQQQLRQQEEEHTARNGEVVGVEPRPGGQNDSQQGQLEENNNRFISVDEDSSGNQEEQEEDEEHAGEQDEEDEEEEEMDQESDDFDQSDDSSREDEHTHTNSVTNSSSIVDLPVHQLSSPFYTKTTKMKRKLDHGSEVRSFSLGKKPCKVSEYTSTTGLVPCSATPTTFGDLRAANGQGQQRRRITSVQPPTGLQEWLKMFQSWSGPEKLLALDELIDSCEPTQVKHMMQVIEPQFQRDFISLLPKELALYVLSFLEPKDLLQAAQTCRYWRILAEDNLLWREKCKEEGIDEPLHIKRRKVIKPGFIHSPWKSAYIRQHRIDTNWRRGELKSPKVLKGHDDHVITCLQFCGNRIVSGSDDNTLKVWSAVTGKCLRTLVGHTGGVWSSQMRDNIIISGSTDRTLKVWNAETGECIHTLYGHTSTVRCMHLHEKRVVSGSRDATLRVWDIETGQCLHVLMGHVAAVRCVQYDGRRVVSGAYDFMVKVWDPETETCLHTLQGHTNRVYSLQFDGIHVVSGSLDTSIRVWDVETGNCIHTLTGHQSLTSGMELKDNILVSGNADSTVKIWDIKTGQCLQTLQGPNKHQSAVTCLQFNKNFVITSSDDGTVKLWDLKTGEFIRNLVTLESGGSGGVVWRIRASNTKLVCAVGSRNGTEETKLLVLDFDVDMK
# MITF inh: human MITF inhibition, primary screen; AlphaScreen MITF homodimerization, bead proximity signal; hit rate 0.91% among 650,000; inhibition, % at 2.6 µM; O75030; AID 1259374; in the data active means inhibition above about 50%;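 further: 0% = vehicle wells with protein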
# TEAD-YAP block: TEAD-YAP interaction inhibition; hit rate 1.4% among 640,000; inhibition, % at 9.12 µM; AID 1259422; HEK-TIYL cells, TEAD-Gal4/YAP UAS-luciferase luminescence; in the data active means inhibition above about 32%;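 further: 0% = median of test compound wells and 100% = reference inhibitor wells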
# * marks the source's active call; other numbers are inactive results; . = not tested or not shown; & = joins results of further samples.
SMILES,GPR151 ag,FBW7 act,MITF inh,TEAD-YAP block
Nc1c(Cl)cc(Cl)cc1C(=O)OCC(=O)NC1CCCCC1,-0.4,0.1,16,9
CCNc1nc(-c2ccc(F)c(F)c2)c(C)s1,0.3,0.0,-5,-7
CCC(C)(C)NC(=O)CN(C(=O)c1snc(C(N)=O)c1N)c1ccc(OC)cc1,-0.6,0.1,-8,0
CN1C(=O)[C@H]2CN(C(=O)c3ccc4ccccc4c3)CCN2C(=O)[C@@H]1Cc1ccccc1,0.9,-0.3,-4,-2
CCN1CCN(c2c(Cl)cccc2NC(=O)c2ccc(Cl)s2)CC1,-1.1,-0.2,8,-3
CCC(=O)NNC(=O)CSc1nc(C2CCCCC2)nc2sc(C)c(C)c12,-0.9,0.0,0,2
CCONC(=O)c1cnc2scc(-c3ccc(C)cc3)n2c1=O,-1.5,0.8,12,9
O=C(CSc1nnc(-c2cccc(F)c2)n1-c1ccccc1)NCC1CCCO1 (centres undefined),-0.1,-0.1,0,-8
CCOC(=O)c1cccc(NC(=O)c2cc3ccccc3o2)c1,1.7,-0.1,-12,-52
FC(F)(F)c1c2c(nc3c(-c4ccccc4)cnn13)CCC2,1.5,-0.2,-8,0
COC(=O)Cn1cccc1C(=O)c1ccccc1,-0.9,0.0,7,5
CCC(C)Nc1c([N+](=O)[O-])c(=O)oc2ccccc12 (centres undefined),-1.4,-0.1,-9,1
O=C1C2ON(c3ccccc3)C(c3ccc(O)cc3)C2C(=O)N1c1ccccc1 (centres undefined),0.0,0.0,9,-6
O=C(c1ccc(-c2ccccc2)cc1)C1CCCN(C(=O)c2cnn3cccnc23)C1 (centres undefined),0.8,0.0,2,0
CCOC(=O)CSc1nc(N2CCOCC2)c2c(c1C#N)CC(C)(C)N(C)C2,-1.0,0.1,2,-5
Cc1ccsc1CN(C(=O)c1oc2ccc(F)cc2c1C)C1CCS(=O)(=O)C1 (centres undefined),0.2,-0.2,-3,-4
COc1cc(/C=N/Nc2nc(=O)[nH]nc2C)ccc1O,-2.2,-0.2,0,-2
Cc1ccc(/C=C2\SC(=O)N(CC(=O)Nc3ccccc3F)C2=O)cc1,1.8,0.2,5,-4
CCc1ccccc1NC(=O)COC(=O)C1CC(=O)N(c2ccc(OC(C)C)cc2)C1 (centres undefined),-1.3,0.2,-2,-3
COc1ccc(Cl)cc1NC(=O)c1ccoc1C,-1.8,0.2,-19,-9
CCOc1ccc(NC(=O)CC2SC(=Nc3ccccc3)NC2=O)cc1 (centres undefined),-0.3,0.2,3,4
Cc1cc(=O)nc2c3ccccc3n(CC(=O)Nc3ccccc3Br)n12,-0.4,-0.1,0,-1
COc1ccc(N=c2ssc3c2-c2cc(C)c(C)cc2NC3(C)C)c(OC)c1,3.1,-0.4,9,2
CC(=O)NC1CCN(C(=O)Nc2ccccc2)CC1,3.5,2.1*,15,7
COc1ccc(NC(=S)Nc2cccc([N+](=O)[O-])c2)cc1,-0.5,0.1,16,-1

# A run of entries from further up, for reference:
SMILES,GPR151 ag,FBW7 act,MITF inh,TEAD-YAP block
CCONC(=O)c1cnc2scc(-c3ccc(C)cc3)n2c1=O,-1.5,0.8,12,9
O=C(CSc1nnc(-c2cccc(F)c2)n1-c1ccccc1)NCC1CCCO1 (centres undefined),-0.1,-0.1,0,-8
CCOC(=O)c1cccc(NC(=O)c2cc3ccccc3o2)c1,1.7,-0.1,-12,-52
FC(F)(F)c1c2c(nc3c(-c4ccccc4)cnn13)CCC2,1.5,-0.2,-8,0
COC(=O)Cn1cccc1C(=O)c1ccccc1,-0.9,0.0,7,5
CCC(C)Nc1c([N+](=O)[O-])c(=O)oc2ccccc12 (centres undefined),-1.4,-0.1,-9,1
O=C1C2ON(c3ccccc3)C(c3ccc(O)cc3)C2C(=O)N1c1ccccc1 (centres undefined),0.0,0.0,9,-6
O=C(c1ccc(-c2ccccc2)cc1)C1CCCN(C(=O)c2cnn3cccnc23)C1 (centres undefined),0.8,0.0,2,0
CCOC(=O)CSc1nc(N2CCOCC2)c2c(c1C#N)CC(C)(C)N(C)C2,-1.0,0.1,2,-5
Cc1ccsc1CN(C(=O)c1oc2ccc(F)cc2c1C)C1CCS(=O)(=O)C1 (centres undefined),0.2,-0.2,-3,-4
COc1cc(/C=N/Nc2nc(=O)[nH]nc2C)ccc1O,-2.2,-0.2,0,-2
Cc1ccc(/C=C2\SC(=O)N(CC(=O)Nc3ccccc3F)C2=O)cc1,1.8,0.2,5,-4
CCc1ccccc1NC(=O)COC(=O)C1CC(=O)N(c2ccc(OC(C)C)cc2)C1 (centres undefined),-1.3,0.2,-2,-3
COc1ccc(Cl)cc1NC(=O)c1ccoc1C,-1.8,0.2,-19,-9
CCOc1ccc(NC(=O)CC2SC(=Nc3ccccc3)NC2=O)cc1 (centres undefined),-0.3,0.2,3,4

# Next records:
SMILES,GPR151 ag,FBW7 act,MITF inh,TEAD-YAP block
O=S(=O)(c1ccccc1)n1c(SCc2cccc(Br)c2)nc2ccccc21,-1.1,-0.1,-7,-55
O=S1(=O)CCC(n2c(O)c(/C=C3\C=NN=C3c3ccccc3)sc2=S)C1 (centres undefined),-1.5,-0.1,-20,21
O=C(CCNc1c(N2CCCC2)c(=O)c1=O)NC1CCCc2ccccc21 (centres undefined),3.5,-0.2,-2,-1
COc1ccccc1C(=S)N1CCOCC1,1.1,-0.1,-5,-3
CCOC(=O)c1c(NC(=O)CSc2nnc(CNC(=O)c3ccco3)n2-c2cccc(Cl)c2)sc2c1CCC2,-0.3,0.1,3,1
Fc1ccc(Nc2nc(Nc3ccc(F)cc3)nc(N3CCCCCC3)n2)cc1,1.6,0.0,3,12
CCCNC(=O)C(=O)Nc1ccccc1F,-1.1,1.0,2,-48
CN(C)c1ccc(CCCNC(=O)c2ccc(F)c(F)c2)cc1,1.0,-0.6,-6,-6
O=S(=O)(NCCc1csc2nc(-c3ccc(F)cc3)nn12)c1ccccc1F,-0.6,0.0,7,-2
O=C(NCc1ccc(F)cc1)c1cccc2nc3ccccc3nc12,-0.8,-0.3,11,3
COc1ccc(NC(=O)C2CC2c2ccccc2)c(OC)c1 (centres undefined),0.1,0.7,11,6
CCOc1ccc(-c2nnc(SCC(=O)N3CCCc4ccccc43)o2)cc1,0.1,-0.5,-2,2
CNC(=S)Nc1sc2c(c1C(N)=O)CCC(C)C2 (centres undefined),2.6,0.0,0,-4
COC(=O)c1ccccc1-n1c(C)cc(C=C2C(=O)NC(=S)NC2=O)c1C,1.3,-0.3,11,10
O=C(NCCc1c[nH]c2ccccc12)c1cc(C2CC2)on1,-0.8,0.1,22,-3
COc1cccc(C(=O)NCc2nnc(SCC(=O)N3N=C(c4cccs4)CC3c3ccc(F)cc3)n2-c2ccc([N+](=O)[O-])cc2)c1 (centres undefined),0.2,0.3,5,11
CCCCS(=N)(=O)CCC(N)C(=O)O (centres undefined),0.7,0.1,-19,5
CC1=CC(C(F)(F)F)(C(F)(F)F)C(C#N)=C(N)N1c1sc2c(c1C#N)CCCCC2,0.4,0.2,-1,11
COc1ccc(C2=CC(c3ccccc3F)n3c(nc4ccccc43)N2)cc1 (centres undefined),-5.5,0.3,4,35*
COc1ccc([N+](=O)[O-])c2c1NC(c1ccccn1)C1CC=CC21 (centres undefined),1.0,-0.7,50,3
CCN1CCN(Cc2cc(=O)oc3c(C)c(C)ccc23)CC1,2.3,0.2,6,3
COc1ccc2c(-c3ccccc3)cc(SCC(N)=O)nc2c1,-2.5,0.0,11,9
CN(C)c1cccc(C(=O)OCC(=O)c2ccc(OC(F)F)cc2)c1,-1.2,-0.2,-2,-1
O=C(CSc1nc2ccc([N+](=O)[O-])cc2s1)c1ccc2c(c1)OCCO2,2.5,0.0,4,-9
Cc1ccc(C)c(-n2c(C)nnc2SCC(=O)O)c1,0.6,0.0,-7,7

# (next part)
SMILES,GPR151 ag,FBW7 act,MITF inh,TEAD-YAP block
Cc1ccc(S(=O)(=O)N2CCN(S(=O)(=O)c3ccccc3)C2c2ccc(N(C)C)cc2)cc1 (centres undefined),-0.5,-0.4,-5,5
O=C(Oc1ccc2c(=O)c(Oc3ccccc3Cl)coc2c1)c1ccco1,-0.1,-0.1,3,-14
Cn1c(=O)c2nc3ccc(NC(=O)c4ccccc4)cc3nc2n(C)c1=O,-0.2,0.3,2,13
COCc1cccc(-c2ccc(C(=O)N3CCN(C)CC3)c(N(C)C)n2)c1,1.7,0.3,7,-10
CC1=C(C(=O)Nc2cc(C)ccn2)C(c2ccccc2C(F)(F)F)C2=C(CCCC2=O)N1 (centres undefined),0.1,0.0,8,3
COc1ccc(C=NCCc2ccc(OC)c(OC)c2)cc1,-0.4,0.0,-7,-5
CCOc1ccc(C(=O)NCCCNC(=O)c2ccc(OCC)cc2)cc1,0.9,-0.1,-7,5
O=C(NCc1ccc(N2CCCC2=O)cc1)Nc1cccc2ccccc12,0.2,-0.2,-1,4
O=C(Nc1ccc(F)c(Cl)c1)C1CCCN1C(=O)OCc1ccccc1 (centres undefined),2.3,0.6,-5,1
O=C(NCCc1ccccc1)C1CC12CCN(C(=O)C1=CCCC1)CC2 (centres undefined),2.2,1.1,-4,-23
Cc1ccc(N2CC(O)=C(c3nc4ccccc4n3C)C2=N)cc1,0.5,0.0,3,-19
Cc1c(S(=O)(=O)c2ccccc2)c(-n2cccc2)n(CCCn2ccnc2)c1C,1.4,0.1,21,4
CCOc1ccccc1NC(=O)c1c(NC(=O)c2cccc(C)c2)sc2c1CCCC2,-0.5,0.1,20,-2
Cc1cccc(C)c1NC(=O)NC1(C(=O)NCCCn2ccnc2)CCCCC1,-0.1,-0.1,-5,-9
COc1cccc(NC(=O)Nc2ccc3c(c2)OCC(C)(C)C(=O)N3CC(C)C)c1OC,0.1,0.4,-2,11
Cc1nc(N2CCC(C)CC2)c2c(C)c(C(=O)N3CCN(c4ccccn4)CC3)sc2n1,0.0,-0.1,-40,7
Cc1ccc(NC(=O)CN(c2c(C)cccc2C)S(C)(=O)=O)cc1Cl,-0.4,0.2,1,-2
O=C(COc1cccc([N+](=O)[O-])c1)NN1C(=O)c2ccccc2C1=O,-0.8,0.0,13,6
O=C(OC1CCCCC1)c1ccc(SCc2ccccc2F)c([N+](=O)[O-])c1,1.0,-0.1,18,0
CCOC(=O)C1=CN(c2ccc(F)cc2)C=C(C(=O)OCC)C1c1ccc(OC)cc1,2.2,-0.1,11,4
Cc1ccc(C(=O)N2CCC(Nc3cccc4cncc(C)c34)CC2)cc1F,1.1,-0.1,7,-5
O=C(O)CCC(=O)CCC(=O)c1ccccc1,1.1,-0.1,-3,-3
Cc1ccc(NC(=O)N(CC(=O)Nc2sc(C)c(C)c2C(N)=O)C2CCCCC2)cc1,-0.5,0.3,22,-23
CCN1C=CC(=C2C(=O)c3ccccc3C2=O)C=C1,-6.4,-0.3,-18,95*
COc1cccc(NC(=S)N(CCCN2CCOCC2)Cc2ccco2)c1,1.7,0.6,6,4

# Next records
SMILES,GPR151 ag,FBW7 act,MITF inh,TEAD-YAP block
O=C1c2ccc([N+](=O)[O-])cc2C(=O)N1c1ccc(Br)cc1Br,3.9,0.6,9,23
CS(=O)(=O)Nc1ccc([N+](=O)[O-])cc1OC1CCCCC1,0.6&-0.2,0.4,-6&7,.
COc1ccc(C2NC(=O)NC(C)=C2C(=O)Nc2ccccc2Cl)cc1 (centres undefined),2.6,-0.1,2,5
COC(=O)C1=C(C)N(Cc2ccc(C)cc2)C(=O)/C1=C\c1ccc(N(C)C)cc1,1.8,0.7,11,1
c1ccc(-c2nc(-c3ccncc3)no2)cc1,-7.0,-0.1,4,-56
O=[N+]([O-])c1ccc(Nc2nc(NCc3ccco3)nc(Nc3ccc(Cl)cc3)n2)cc1,-0.9,-0.1,10,6
CCOC(=O)c1cnc2c(C)c(Cl)ccc2c1Nc1ccc(C)cc1C,0.0,0.0,-1,-3
Cc1cc(C(=O)N/N=C/c2ccccc2)c(C)o1,-3.7,-0.1,8,-30
CCCc1nc2ccccc2n1C(C)C,2.6,0.0,3,-6
NC(=O)c1oc2ccccc2c1NC(=O)c1ccccc1Cl,-0.1,0.3,5,11
Cc1cccnc1NC(=O)CCS(=O)(=O)c1ccc2c(c1)n(C)c(=O)c(=O)n2C,-0.9,0.6,-76,-5
O=C(Nc1ccc(F)cc1F)c1cc2n(n1)C(C(F)(F)F)CC(c1ccc(Br)cc1)N2 (centres undefined),-1.5,0.1,-5,0
Cn1c(=O)[nH]c(=O)c2c1nc(N1CCOCC1)n2CCSc1nc2ccccc2[nH]1,0.7,0.0,8,1
COc1ccc(-c2nc3s/c(=C\C4=Cc5ccccc5OC4)c(=O)n3n2)cc1OC,1.4,0.1,12,0
CCNC(=O)CSc1ccc(Cl)cc1,-0.9,0.7,-6,-12
CCOc1ccc(NC(=O)c2sc3ncn(CC(=O)N4CCC(C)CC4)c(=O)c3c2C)cc1,-0.3,-0.1,8,2
CC(C)NC(=O)CCCn1c2ccccc2c2cn[nH]c(=O)c21,1.1,0.0,6,12
CN1CCOCCOCCOCCN(C)CCOCCOCC1,0.0,0.0,-24,-5
O=C(COc1ccccc1)NCCS(=O)(=O)N1CCc2ccccc2C1,-0.9,0.0,-1,2
O=C(Nc1ccc2c(c1)OCO2)N1CCC(Cn2cnc3ccccc32)CC1,0.4,-0.2,10,-34
Cc1ccc(C(=O)OC2CCCN(C)C2)s1 (centres undefined),0.4,0.0,-3,0
COc1ccc(CC(=O)N2CC(=O)Nc3ccc(C)cc3C2c2ccc(F)cc2)cc1OC (centres undefined),0.5,-0.4,-1,-3
